IMPase inh: membrane-permeable compound that blocks inositol monophosphatase | 120,000 tested, under 10 active | P97697 | CHO-M1 cells, IP1 accumulation, HTRF TR-FRET ratio | inhibition (IP1 accumulation), % at 46.1 µM | AID 901; active = well fitted curve in the direction sought with a large enough effect in the signal ratio, not every such curve was filed as active; inconclusive = small, poorly fitted or top-dose-only effect, or a change in a side signal; inactive = no such curve, though single readings can be large or run the other way; the % refers to the signal ratio;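 note: cells stimulated with carbachol in lithium chloride buffer; plate controls were DMSO basal wells for no effect and reference inhibitor wells for full effect; higher means more IMPase inhibition seen as more IP1 and lower FRET ratio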
Target sequence (P97697 whole entry, looked up): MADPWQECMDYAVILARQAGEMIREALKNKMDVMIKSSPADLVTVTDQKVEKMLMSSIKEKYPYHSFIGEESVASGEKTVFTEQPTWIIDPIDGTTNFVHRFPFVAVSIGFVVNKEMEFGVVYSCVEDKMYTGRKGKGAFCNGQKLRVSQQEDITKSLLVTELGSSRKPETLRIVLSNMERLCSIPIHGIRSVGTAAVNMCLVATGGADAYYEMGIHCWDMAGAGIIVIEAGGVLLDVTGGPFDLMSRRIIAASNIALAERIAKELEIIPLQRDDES
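Cellular IMPase inhibition is scored as a rise in cytosolic IP1, detected by competitive TR-FRET between d2-labelled IP1 and a europium anti-IP1 antibody. M1-expressing CHO cells were stimulated with carbachol for 30 min at 37C, with lithium (50 mM LiCl) present in the buffer.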
15-hLO-2 inh: 15-hLO-2 (ALOX15B) enzyme inhibition; O15296; purified 15hLO-2, xylenol orange hydroperoxide absorbance; Potency, µM (doses to about 57.1 µM), for the others: at the highest dose activity change, negative = inhibition, hits mostly inhibitors; actives 0.56% (n = 110,000); note: potency is the fitted concentration of half-maximal effect; nearly all actives have a fitted effect of over 60% in size; many of its hits are not listed in these tables
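Purified human 15hLO-2 (50 nM) preincubated 15 min with compound, then 45 uM arachidonic acid for 90 min at RT in 25 mM Hepes pH 7.5, 0.01% Triton X-100. Hydroperoxide detected by Fe-xylenol orange; 573/405 nm absorbance ratio.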
PNC assembly inh: inhibitors of perinucleolar compartment assembly. PC3M PTB-GFP, PNC prevalence imaging, 16 h; stronger effect = lower value. actives 3.1% (n = 140,000). activity change (PNC), negative = inhibition, % at 10 µM;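 active = readout at or below -70, meaning at least 70% loss of cells showing the perinucleolar compartment, a nuclear body marking cancer cells; inconclusive = readout between -30 and a set limit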;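 note: plate controls were DMSO wells for no effect and camptothecin positive control wells for full effect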
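Compounds are pinned in duplicate onto adhered PC3M cells stably expressing GFP-tagged PTB and incubated 16 h at 37 C. Cells are then fixed, nuclei stained with Hoechst, and PNC-positive cells counted.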
ALOX12 inhib: 12-hLO (ALOX12) enzyme inhibition; P18054; purified 12-hLO, xylenol orange hydroperoxide absorbance; Potency, µM (series often up to 57.1 µM), for the others: top-dose activity change, negative = inhibition, hits mostly inhibitors; actives 0.12% (n = 150,000); AID 1452; note: potency is the fitted concentration of half-maximal effect; nearly all actives have a fitted effect of over 55% in size; many of its hits are not listed in these tables
Target sequence (P18054 whole entry, looked up): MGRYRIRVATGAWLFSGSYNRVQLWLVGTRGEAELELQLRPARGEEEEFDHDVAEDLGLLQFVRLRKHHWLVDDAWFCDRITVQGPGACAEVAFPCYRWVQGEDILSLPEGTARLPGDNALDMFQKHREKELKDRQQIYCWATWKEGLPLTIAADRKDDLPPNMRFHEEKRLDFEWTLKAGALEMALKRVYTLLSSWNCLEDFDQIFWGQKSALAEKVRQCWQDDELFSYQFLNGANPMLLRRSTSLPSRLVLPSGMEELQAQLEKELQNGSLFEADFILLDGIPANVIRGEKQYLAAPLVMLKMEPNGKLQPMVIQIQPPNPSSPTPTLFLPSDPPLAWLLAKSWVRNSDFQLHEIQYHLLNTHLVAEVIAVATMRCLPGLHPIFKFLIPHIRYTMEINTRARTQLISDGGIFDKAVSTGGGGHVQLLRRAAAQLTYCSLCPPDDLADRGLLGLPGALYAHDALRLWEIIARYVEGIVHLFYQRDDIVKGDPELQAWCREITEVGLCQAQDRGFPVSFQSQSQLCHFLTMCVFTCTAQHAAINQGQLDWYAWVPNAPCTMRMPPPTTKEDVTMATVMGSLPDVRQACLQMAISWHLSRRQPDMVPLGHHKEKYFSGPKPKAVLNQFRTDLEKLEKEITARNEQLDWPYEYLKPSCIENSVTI
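Lipoxygenase turnover measured by absorbance at 573 and 405 nm after Fe-XO development. Human 12hLO 150 nM, arachidonate 40 uM, pH 7.0 Hepes buffer with detergent; 15 min compound preincubation, 30 min reaction.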
Starred values were filed as active, the others as inactive; ? = inconclusive; . = no result given; [ ] = dose if it differs, or a comment. Unless noted, calls come from the whole dose curve; as a rule, active = well fitted curve in the direction sought with a large enough effect; inconclusive = small, poorly fitted or top-dose-only effect, or another doubt; inactive = no such curve, though single readings can be large; an effect the other way counts as inactive or inconclusive. Unless noted, % is set by controls: 0 for no effect and ±100 for the full control effect. The list is partial, so the mix of outcomes need not match the whole.

SMILES	IMPase inh	15-hLO-2 inh	PNC assembly inh	ALOX12 inhib
Cc1cccc(-n2ncc3c(Nc4ccc(F)cc4)ncnc32)c1	10	11%	27	-3%
COc1ccc(S(=O)(=O)N2CCC(C(=O)N3CCN(c4ccccc4OC)CC3)CC2)cc1	1	3%	-4	-7%
CC(=O)N(C)c1nc(-c2ccc(Cl)cc2)cs1	4	1%	42	-3%
CCn1cc(C(=O)NCc2ccccc2OC)c(=O)c2ccc(C)nc21	8	6%	21	1%
COc1ccc(C2CC(=O)Oc3cc(C)c(Cl)c(C)c32)cc1 (stereo not given)	.	11%[0.0915 µM]	.	-21%[0.00818 µM]
Cc1ccc(C(=O)OCC(=O)Nc2ccc(N(C)C)cc2)cc1NC(=O)c1ccco1	2	-2%	?	9%
c1ccc(Oc2cccc(NC3=NCCC3)c2)cc1	12	9%	-11	-3%
COc1ccc2[nH]c(=O)c(CN(C(=O)C3CCCO3)c3ccc(C)cc3)cc2c1 (stereo not given)	8	-4%	30	-4%
Cc1sc2c(c1C)CN(Cc1ccncc1)CN2C(=O)c1ccco1	4	14%	-18	?
O=C(c1ccco1)c1nc2c(n1O)CCCCC2	-5	-13%	?	-4%
CN1C(C)(C)CC(=NOC(=O)c2ccccc2)CC1(C)C	3	1%	8	-5%
COc1ccc(F)cc1S(=O)(=O)N1CCN(Cc2ccc3c(c2)OCO3)CC1	7	5%	?	-5%
Cc1onc(-c2ccccc2Cl)c1C(=O)N1CCN(c2cccc(Cl)c2)CC1	16	22%	?	-6%
CC(SCCc1ccccn1)C(=O)O (stereo not given)	1	3%	-10	0%
ON1C(c2ccc(Cl)cc2Cl)N(O)[C@H]2CCCC[C@H]21 (stereo not given in full)	-6	-24%	?	-6%
O=C(NC(=S)NCC1CCCO1)c1ccccc1Br (stereo not given)	.	.	26	2%
CCc1cccc(NC(=O)Cn2cccc2)c1	3	-7%	-22	-5%
Cc1ccc(CNC(=O)c2c(C)cc(=O)oc2C)cc1	2	-2%	23	-3%
CCOC(=O)Cn1c(=O)oc2cc(S(=O)(=O)N3CCN(c4ccccn4)CC3)ccc21	2	-17%	-5	5%
Cn1c(SCc2cccc3ccccc23)nnc1-c1ccco1	-5	0%	-16	-2%

Limited to ALOX12 inhib, for three of the compounds above:
Structure | ALOX12 inhib
CCc1cccc(NC(=O)Cn2cccc2)c1 | -5%
Cc1ccc(CNC(=O)c2c(C)cc(=O)oc2C)cc1 | -3%
CCOC(=O)Cn1c(=O)oc2cc(S(=O)(=O)N3CCN(c4ccccn4)CC3)ccc21 | 5%

The list goes on:
SMILES	IMPase inh	15-hLO-2 inh	PNC assembly inh	ALOX12 inhib
CSc1nnc(-c2ccc(O)cc2)n1C	1	4%	60	1%
O=C(c1ccc(Br)o1)N(c1ccccn1)C1CCCCC1	.	.	-22	-4%
COc1ccccc1-c1nc(S(=O)(=O)c2ccc(Cl)cc2)c(N(C)C)o1	3	-2%	1	-4%
Cc1cc(-c2n[nH]c(=S)n2Cc2ccco2)nn1C	-8	.	24	0%
O=C(COC(=O)c1ccccc1Oc1ccccc1)NC1CCS(=O)(=O)C1 (stereo not given)	8[1.84 µM]	-2%[11.4 µM]	20	-2%
Cc1cc(C)cc(N(C(=O)C2CCCC2)C2C=CS(=O)(=O)C2)c1 (stereo not given)	-5	-2%	?	-2%
Cc1ccc(C)c(S(=O)(=O)Nc2cc(SCC(=O)O)c(O)c3ccccc23)c1	.	.	-5	-13%
CCN1CCN(C(=O)c2nn(-c3ccccc3)c(=O)c3ccccc23)CC1	10	1%	8	-2%
O=c1c(-c2cccc3ccccc23)[n+]([O-])c2ccccc2n1O	0	-21%	-24	-29%
COC(=O)C1Sc2[nH]c(=O)sc2C2c3ccccc3OC(=O)C12 (stereo not given)	7	-6%	-24	-9%
CC1=CC(=O)C(C(C)C)=C/C1=N\OC(=O)c1cccc2nc(C)oc12	-1	.	?	0%
O=[N+]([O-])c1cc(S(=O)(=O)N2CCCC2)ccc1N/N=C1/CCCc2ccccc21	.	.	-12	-1%
CCOc1cc2[nH]c(=O)n(CCC(=O)NCCc3ccccc3)c(=O)c2cc1OCC	-4	-7%	?	-1%
Cc1cccc(Nc2nc(N)nc(CN3CCN(C)CC3)n2)c1	-10	42%[activator]	7	2%
CCOc1nc(-c2ccccc2O)nc2ccccc12	9	14%	?	1%
CCCn1c(SCC(=O)NC)nnc1C(C)C	-5	1%	-9	5%
O=C(CN(C1CCCCC1)S(=O)(=O)c1ccccc1)N1CCCC1	4	4%	?	-4%
CC(C)(C)OC(=O)N[C@@H](Cc1c[nH]c2ccccc12)c1nnc(SCC(N)=O)o1	1	2%	?	-6%
Cc1ccc(S(=O)(=O)N(C)c2ccc(OCC(=O)OCc3c(C)noc3C)cc2)cc1	7	-1%	-19	2%
N#Cc1c(N)n(CCNC(=O)c2cccs2)c2nc3ccccc3nc12	1	-8%	?	-16%
COc1cc(OC)c(S(=O)(=O)Nc2ccc(C)cn2)cc1NC(C)=O	9	.	?	-2%
CC(C)(Oc1cccc2ccccc12)C(=O)O	3	-11%	-20	-5%
O=S(=O)(c1ccccc1)c1cnn2c(C(F)(F)F)cc(-c3ccc(F)cc3)nc12	-1	-9%	-11	-6%
Cc1cc(OCC(=O)NC2CCCCC2)ccc1Cl	.	.	14	-2%
Cc1cc(C)c2c(-c3ccc(-c4ccc(C(F)(F)F)cc4)cc3)cc(=O)oc2c1	.	-16%[0.0915 µM]	.	-3%[0.00818 µM]
CC1CCN(S(=O)(=O)c2ccc(N=NC3=C(O)CC(C)(C)CC3=O)cc2)CC1	.	.	19	-1%
CC(=O)Nc1ccc(NC(=O)c2ccc(COc3ccc4c(C)cc(=O)oc4c3)cc2)cc1	.	.	-16	0%
Cc1ccc(-n2nc3c(c2NC(=O)c2cccs2)CSC3)cc1	8	-13%	7	-4%
COc1ccc(/C=N/NC(=O)c2ccoc2C)cc1O	.	.	-18	-2%
O=C(/C=C/c1ccccc1)NC(=S)Nc1ccc2c3c(cccc13)CC2	.	.	-15	-1%
CCN(CC)CC(C(=O)N(CC)CC)P(=O)(c1ccccc1)c1ccccc1 (stereo not given)	7	1%	?	1%
O=S(=O)(c1ccc(Br)cc1)n1ccc2ccccc21	9	-18%	72	7%
CCn1c2ccccc2c2cc(/C=N/NC(=O)c3ccc(O)cc3)ccc21	-1	.	46	-1%
CCOC(=O)C1=C(C)N(CCCC(=O)O)C(=O)NC1c1ccc([N+](=O)[O-])cc1 (stereo not given)	.	.	?	-3%
CC(=O)N/C(=C/c1ccc(OS(=O)(=O)c2ccc(C)cc2)cc1)C(=O)NCCO	.	.	-3	0%
CSc1ccccc1NC(=O)c1ccc(C)o1	-2	-19%	?	3%
COc1nc(C#N)nc(N(C)C)n1	7	-1%	23	3%
Cc1onc(-c2ccccc2Cl)c1C(=O)Nc1ccccc1N1CCOCC1	-5	-9%	-7	9%
COc1ccccc1C(=O)NCCn1cc(SCC(=O)NCc2ccco2)c2ccccc21	3	.	84	2%
C=CCn1c(=O)c(C(=O)Nc2ccccc2OC)c(O)c2ccccc21	-3	7%	25	-10%
COCCCn1cnc2c(c1=O)c1nc3ccccc3nc1n2CCc1ccccc1	?	2%	?	-8%
CC(C)CCSc1nc(N)c(C#N)cc1C#N	11	-2%	?	-1%
CC(=O)c1c(C)nc2ccc(Br)cc2c1C(=O)O	?	-2%	-19	-7%
CCN(CC)CCn1c(=S)[nH]c2ncccc2c1=O	4	1%	-28	-4%
CCCN1CCN(C(=O)c2cn(CC(C)C)c(=O)c3cc(OC)c(OC)cc23)CC1	3	3%	?	0%
CCOc1ccc(NC(=O)c2ccc(CNc3c(NC4CCCCC4)c(=O)c3=O)cc2)cc1	-3	?	-6	1%
Cc1ccc(S(=O)(=O)NC(C)(C)CSc2nncn2C)cc1	4	3%	31	9%
CCNC(=S)NNC(=O)c1cccn(Cc2ccc(Cl)cc2Cl)c1=O	4	-4%	-22	-3%
CC(C)CC(C)NNC(=O)c1cc2ccccc2[nH]1 (stereo not given)	-6	-8%	-21	0%
CC(C)(C)NC[C@H](O)c1cc(O)cc(O)c1	-5[20.6 µM]	16%[25.6 µM]	.	3%[25.6 µM]

Continued.
SMILES	IMPase inh	15-hLO-2 inh	PNC assembly inh	ALOX12 inhib
CCn1c(COc2cccc(C)c2)nnc1SCC(=O)N1CCCC1	-4	-6%	-5	-2%
Cc1ccc(Nc2nc(N)c([N+](=O)[O-])c(NCc3ccco3)n2)cc1	.	.	-1	1%
COc1cccc(C(=O)CN2CCC(NC(=O)NC3CCCCC3)CC2)c1	?	1%	40	-7%
Cc1cccc2ccccc12	.	-8%	.	-4%
CC1CC(C)CN(C(=O)CN2CCN(Cc3ccc(Cl)cc3)C2=O)C1 (stereo not given)	-5	1%	41	2%
O=C(CNS(=O)(=O)c1ccccc1)OCC(=O)c1cccc([N+](=O)[O-])c1	.	.	?	3%
COc1cc(OC)c(OC)cc1CN1CCN(Cc2cccn2C)CC1	.	.	?	-5%
Cc1ccccc1NS(=O)(=O)c1cc(C(N)=O)ccc1C	8	4%	22	2%
O=C([C@H](Cc1ccccc1)NS(=O)(=O)c1ccc(Cl)cc1)N1CC[C@@]2(O)CCCC[C@H]2C1	-1	-4%	-16	7%
CC(C)Oc1ccc(CNC(=S)N/N=C/c2cccnc2)cc1	0	-10%	?	-11%

Fetched by structure from above (4):
SMILES	IMPase inh	15-hLO-2 inh	PNC assembly inh	ALOX12 inhib
Cc1ccc(Nc2nc(N)c([N+](=O)[O-])c(NCc3ccco3)n2)cc1	.	.	-1	1%
CC1CC(C)CN(C(=O)CN2CCN(Cc3ccc(Cl)cc3)C2=O)C1 (stereo not given)	-5	1%	41	2%
Cc1cccc2ccccc12	.	-8%	.	-4%
O=C(CNS(=O)(=O)c1ccccc1)OCC(=O)c1cccc([N+](=O)[O-])c1	.	.	?	3%

Following part:
SMILES	IMPase inh	15-hLO-2 inh	PNC assembly inh	ALOX12 inhib
COc1ccccc1CN1CC(C(=O)N2CCN(c3ccc(F)cc3)CC2)CC1=O (stereo not given)	1	6%	-99*	-3%
O=C(NCc1ccc2c(c1)OCO2)c1ccc(Cl)c(S(=O)(=O)NCc2ccccc2)c1	.	.	-28	0%
Cc1ccc(N(CC(O)CN(C)C)S(=O)(=O)c2ccccc2)cc1 (stereo not given)	5	13%	-8	5%
CCOC(=O)c1sc(=N)n(-c2ccc(OC)cc2)c1C	11	12%	43	-1%
CSc1nc(-c2ccc(Cl)cc2)nn1C(=O)c1ccccc1	-1	.	?	-4%
CCOC(=O)c1cc(-c2ccco2)nc2c1c(C)nn2-c1ccccc1	5	-19%	22	-9%
O=C(CN(C(=O)Cn1nnc(-c2cccs2)n1)c1ccc2c(c1)OCCO2)NCc1ccccc1	6	-2%	21	3%
Cc1nn(-c2nc3ccccc3n2Cc2ccccc2)c2c1C(=O)CC(C)(C)C2	15	12%	?	-14%
CC(/C=N/NC(=O)Cn1cnc2c1c(=O)n(C)c(=O)n2C)=C\c1ccccc1	.	.	?	-1%
Cn1c(=O)c2c(nc(N3CCCCCC3)n2CC(=O)c2ccccc2)n(C)c1=O	-6	-2%	55	2%
Cc1ccc(C(=O)Oc2ccccc2N2C(=O)C3C4CCC(C4)C3C2=O)cc1 (stereo not given)	.	.	?	0%
OC(CCl)CCl	.	7%	.	-4%
Cn1c(SC2CCCCC2=O)nnc1-c1ccncc1 (stereo not given)	1	-5%	-1	-13%
CC(C)Cn1cc(C(=O)NCCCN2CCCC2=O)c2c3ccccc3n(C)c2c1=O	4	-5%	-15	1%
CCCCn1c(=N)n(CC(O)COc2ccc(C)cc2)c2ccccc21 (stereo not given)	?	34%[activator]	2	-6%
Cc1ccc(SC(C)c2nc(-c3cccnc3)no2)cc1 (stereo not given)	9	3%[2.29 µM]	41	3%
CNC(=O)/C=C/c1cccc(C(F)(F)F)c1	-3	.	?	1%
Cn1c(Cn2c(=O)sc3ccccc32)nnc1SCC(=O)NCc1ccccc1Cl	-4	.	147	8%
